D2 potentiator = positively modulates the human D2 dopamine receptor allosterically. HEK293 T-REx D2, calcium flux, EC20 dopamine potentiation. potentiation, % at 10 µM. P14416. actives 0.34% (n = 340,000);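 active = potentiation over 3 SD above the plate norm, cut at about 30% in these data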; also: 0% is about no effect
Target sequence (P14416 whole entry, looked up): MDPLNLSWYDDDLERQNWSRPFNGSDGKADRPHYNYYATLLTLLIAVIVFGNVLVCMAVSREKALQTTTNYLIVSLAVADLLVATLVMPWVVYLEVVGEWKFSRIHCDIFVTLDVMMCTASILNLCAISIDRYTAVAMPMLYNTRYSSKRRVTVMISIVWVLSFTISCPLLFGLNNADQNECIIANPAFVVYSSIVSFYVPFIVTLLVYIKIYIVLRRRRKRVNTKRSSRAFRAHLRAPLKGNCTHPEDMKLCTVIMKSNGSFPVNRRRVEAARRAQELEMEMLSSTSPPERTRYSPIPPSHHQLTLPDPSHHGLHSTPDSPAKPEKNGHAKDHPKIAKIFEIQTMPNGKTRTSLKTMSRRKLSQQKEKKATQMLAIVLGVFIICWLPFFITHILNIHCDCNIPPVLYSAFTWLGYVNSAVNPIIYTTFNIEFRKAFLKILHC
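Primary screen. Calcium kinetics in induced HEK293 T-REx D2 cells: compound pre-addition 180 s, EC20 dopamine, 180 s more.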
RXFP1 antag = RXFP1 (human) relaxin receptor antagonism | Q9HBX9 | HEK293-RXFP1, relaxin-stimulated cAMP HTRF, 30 min; stronger effect = lower value | activity change, negative = inhibition, % at 57.5 µM | actives 0.59% (n = 350,000) | AID 1259400;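 active = activity change of -60% or lower, but not beyond a set lower limit; inconclusive = change between -60% and -40%, or beyond the set limit; inactive = change above -40%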; also: % is scaled to controls: 0 for no effect and ±100 for the full control effect
Glioma ERSR ind = ER stress response induction in glioma; U87-MG GRP78 promoter luciferase reporter, 16 h; Potency, µM, inactives show top-dose activation, most hits filed as activators; actives 0.02% (n = 420,000); also: potency is read from the fitted curve at half-maximal effect; series mostly up to about 76 µM; % of control where 0% means no effect; nearly all actives have a fitted effect of over 35% in size
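Stably transfected U87-MG human glioma cells carrying a GRP78-based luminescent sensor were seeded at 1000 cells/well, pin-dosed with compounds and incubated 16 h. Luciferase reagent was then added, and end-point luminescence was read after 10 min at room temperature.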
Vif-A3F inh = blocks the Vif interaction with APOBEC3F. Potency, µM (titrated, usually from 46.1 µM), inactives show at the top dose activity, negative = active. actives 0.2% (n = 390,000). HeLa A3F-eYFP + Vif (tagged APOBEC3F with the HIV-1 protein that degrades it), YFP fluorescence increase; also: potency is read from the fitted curve at half-maximal effect; % of control where 0% means no effect; nearly all actives have a fitted effect of over 65% in size
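Fluorescence increase (Ex 488/Em 500-530) after overnight compound treatment at 37 deg C flags inhibition of Vif-driven A3F-eYFP loss in stable HeLa A3F-eYFP/Vif cells seeded overnight beforehand.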
RXFP1 ag = RXFP1 (human) receptor agonism; Q9HBX9; HEK293T-RXFP1 cAMP TR-FRET, 30 min; response scale: percent of porcine relaxin response, buffer zero; Potency, µM (top dose mostly 57.5 µM), without a hit: at the top dose activation, actives largely listed as activators; actives 0.3% (n = 370,000); AID 2676; also: potency is read from the fitted curve at half-maximal effect; % is scaled to controls: 0 for no effect and ±100 for the full control effect; nearly all actives have a fitted effect of over 60% in size; many of its hits are not listed in these tables
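Agonist response is measured as cAMP accumulation in an RXFP1-transfected HEK293T line under PDE4 inhibition. Values are scaled between buffer-only and 29 nM porcine relaxin, and EC50s come from standard Hill equation fits.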
D1 PAM = enhances dopamine response at the human D1 receptor. P21728. HEK293 TREx D1 cells, calcium flux, dopamine EC20 potentiation. potentiation, % at 10 µM. actives 0.036% (n = 360,000). AID 504651; in the data active = potentiation above about 30%; also: 0% is about no effect
D1 antag = antagonists of human D1 dopamine receptor; HEK293 TREx D1 cells, calcium flux, dopamine EC80; stronger effect = lower value; activity change, negative = inhibition, % at 10 µM; actives 3.2% (n = 360,000); AID 504652; in the data active = activity change below about -30%; also: % is scaled to controls: 0 for no effect and ±100 for the full control effect
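Using tetracycline-induced force-coupled D1 Hek293 cells and a calcium dye, signals were followed for 180 s after compound, then for 180 s after EC80 dopamine, to detect inhibitors.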
D1 ag = human D1 receptor agonism | P21728 | HEK293 T-REx D1 cells, calcium flux, agonist mode | activation, % at 2 µM | actives 1% (n = 360,000) | AID 504660; in the data active = activation above about 30%; also: 0% is about no effect
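Tetracycline-induced HEK293 TREx D1 cells, force-coupled to calcium signalling, were dye-loaded with a no-wash calcium kit. Compound was pin-added after a 10 s baseline. Fluorescence was read kinetically at 1 cycle/s for 180 s, with calcium rises flagged as agonism.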
Vif-A3G inh = blocks the Vif interaction with human APOBEC3G. Q9HC16. HeLa A3G-eYFP + Vif (tagged APOBEC3G with the HIV-1 protein that degrades it), YFP fluorescence, overnight. Potency, µM (top dose mostly 46.1 µM), for inactives: at the highest dose activity, negative = active, most hits filed as inhibitors. actives 0.076% (n = 410,000). AID 602310;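 also: potency is read from the fitted curve at half-maximal effect; % is scaled to controls: 0 for no effect and ±100 for the full control effect; nearly all actives have a fitted effect of over 60% in size; hits raise eYFP signal because A3G escapes Vif-driven loss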
Target sequence (Q9HC16 whole entry, looked up): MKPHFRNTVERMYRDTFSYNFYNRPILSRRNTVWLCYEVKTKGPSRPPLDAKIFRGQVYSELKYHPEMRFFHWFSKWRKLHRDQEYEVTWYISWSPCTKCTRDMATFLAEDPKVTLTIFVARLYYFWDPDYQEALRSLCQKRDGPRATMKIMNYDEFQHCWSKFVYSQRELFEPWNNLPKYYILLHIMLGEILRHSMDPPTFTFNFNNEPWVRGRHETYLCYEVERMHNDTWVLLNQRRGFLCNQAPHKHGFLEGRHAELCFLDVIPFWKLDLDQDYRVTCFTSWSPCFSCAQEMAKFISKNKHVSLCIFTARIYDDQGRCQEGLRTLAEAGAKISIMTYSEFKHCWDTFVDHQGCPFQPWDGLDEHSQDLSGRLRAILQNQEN
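HeLa cells stably expressing Vif and C-terminally eYFP-tagged A3G, seeded overnight at 37 deg C, then exposed to compound by pintool overnight at 37 deg C. Rise in yellow fluorescence (Ex 488/Em 500-530, Acumen) marks blocked Vif-driven A3G degradation.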
An asterisk follows results filed as active; ? = inconclusive; nt = not tested or not shown; & = joins results of further samples. Unless noted, calls follow the shape of the dose curve; as a rule, active = well fitted curve in the direction sought with a large enough effect; inconclusive = small, poorly fitted or top-dose-only effect, or another doubt; inactive = no such curve, though single readings can be large; an effect the other way counts as inactive or inconclusive. This is a subset; count on the stated rates, not on these rows.

SMILES | D2 potentiator | RXFP1 antag | Glioma ERSR ind | Vif-A3F inh | RXFP1 ag | D1 PAM | D1 antag | D1 ag | Vif-A3G inh
CCN(CCCNC(=O)Cn1ncc2c3ccccc3n(C)c2c1=O)Cc1ccccc1 | -14 | -5 | -1% | -2% | 7.9% | -2 | -5 | 2 | -3%
O=C1CC(=O)N(Cc2ccco2)C(=S)N1 | 5 | -4 | -5% | -4% | -0.7% | -3 | 3 | 11 | 0%
Cc1cc(C)n(C(=O)c2ccc([N+](=O)[O-])cc2Cl)n1 | 2 | 9 | -2% | 0% | 1.4% | 1 | 11 | 0 | -2%
Cc1nc2ccccc2nc1-c1ccc([N+](=O)[O-])cc1 | nt | 7 | 0% | 0% | nt | nt | nt | nt | 0%
CC(NC(=O)CN1C(=O)NC2(CCCCCCC2)C1=O)c1ccccc1 (stereo not given) | nt | -5 | -2% | -3% | nt | nt | nt | nt | 2%
Cc1ccc(SCC(=O)OCC(=O)N(CCC#N)c2ccccc2)cc1C | 8 | -16 | -2% | -9% | -0.6% | 0 | 6 | 0 | 0%
Cc1occc1-c1nnc(SCC(=O)NC(=O)NC(C)C)n1N | 13 | 16 | -4% | -4% | 3.2% | 1 | 2 | 6 | 1%
O=C(c1ccco1)N(Cc1cccs1)c1ccc(F)cc1 | 12 | nt | -3% | -1% | -4.3% | 2 | -16 | -2 | 0%
CCOC(=O)c1c(C)[nH]c(C(=O)COC(=O)C2CC2C)c1C (stereo not given) | 12 | -12 | -10% | 5% | -0.7% | -8 | -10 | 4 | -1%
CCNc1nc(NC(C)(C)C)nc(SC(C(C)=O)C(C)=O)n1 | -5 | -18 | -6% | nt | 1.4% | 0 | 5 | 2 | -5%
CSc1nc2ccc(S(=O)(=O)N3CCOCC3)cc2s1 | -10 | 4 | 2% | 2% | 1.1% | -6 | -1 | 0 | 2%
CCCCn1c(N)c(N(CC(C)C)C(=O)c2cc(-c3ccc(F)cc3)nc3ccccc23)c(=O)[nH]c1=O | 14 | 9 | -2% | ? | 2.1% | 1 | -13 | 2 | -4%
c1coc(Cn2c(-c3ccco3)nc3ccccc32)c1 | -7 | -15 | 13% | 2% | -0.1% | 13 | -5 | 3 | -10%
CC1=NN(C(=S)Nc2ccccc2)C(c2ccccc2)C1 (stereo not given) | 4 | -11 | 1% | -6% | 1.5% | 1 | -2 | 1 | 2%
O=C(c1cccs1)N1CCN(c2ncccn2)CC1 | -10 | 4 | -3% | 3% | 3.3% | -2 | 8 | 1 | -1%
O=C1N[C@@H](Cc2ccccc2)[C@@H](c2ccco2)O1 | 14 | nt | -2% | 1% | 0.0% | -8 | -6 | 1 | -2%
COc1ccc2c(c1)c(C(=O)O)c(C)n2-c1ccc(Cl)cc1 | 15 | -10 | -3% | 0% | 3.2% | -14 | -24 | -1 | -7%
CN1CCN(S(=O)(=O)c2cccc(C(=O)N(C)C(c3ccccc3)c3ccccc3)c2)CC1 | -2 | -19 | -5% | 3% | 1.5% | 4 | 2 | 3 | -1%
COc1ccc(Cl)c(NC(=O)C/C(C)=N/NC(=O)CCc2ccccc2)c1 | 17 | -1 | 3% | 0% | -3.6% | -2 | 5 | -1 | -6%
O=C(CCCOC(=O)c1ccc(O)cc1O)c1ccc(Br)cc1 | 5 | -11 | 3% | 0% | 1.8% | -5 | -22 | 11 | -8%
Cc1ccc(-c2nnn(Cc3nc(N)nc(N4CCOCC4)n3)n2)cc1 | 0 | -9 | 1% | -1% | 1.4% | 5 | -20 | 8 | -5%
COc1ccc(C(=O)CCC(=O)Nc2ccc(F)cc2F)cc1 | -9 | -16 | -3% | 4% | 0.5% | -1 | 0 | 0 | 2%
CN1C(C(=O)Nc2ccc(F)cc2F)=CC(c2cccs2)=NS1(=O)=O | -7 | -3&-8 | -4%&-3% | 7%&4% | 1.8%&-7.8% | -8&-3 | -14&10 | 10&4 | -4%&2%
Clc1ccc2nc(-c3ccc4c(c3)OCO4)cn2c1 | -5 | -2 | -16% | 4% | 5.6% | 2 | -25 | 3 | 1%
O=C(NNc1nc2c(F)cc(F)cc2s1)C1=COCCO1 | 2 | -7 | 7% | -2% | 2.7% | -7 | 7 | 3 | 6%

Entries above with four or more nitrogen atoms (six):
SMILES | D2 potentiator | RXFP1 antag | Glioma ERSR ind | Vif-A3F inh | RXFP1 ag | D1 PAM | D1 antag | D1 ag | Vif-A3G inh
CCN(CCCNC(=O)Cn1ncc2c3ccccc3n(C)c2c1=O)Cc1ccccc1 | -14 | -5 | -1% | -2% | 7.9% | -2 | -5 | 2 | -3%
Cc1occc1-c1nnc(SCC(=O)NC(=O)NC(C)C)n1N | 13 | 16 | -4% | -4% | 3.2% | 1 | 2 | 6 | 1%
CCNc1nc(NC(C)(C)C)nc(SC(C(C)=O)C(C)=O)n1 | -5 | -18 | -6% | nt | 1.4% | 0 | 5 | 2 | -5%
CCCCn1c(N)c(N(CC(C)C)C(=O)c2cc(-c3ccc(F)cc3)nc3ccccc23)c(=O)[nH]c1=O | 14 | 9 | -2% | ? | 2.1% | 1 | -13 | 2 | -4%
O=C(c1cccs1)N1CCN(c2ncccn2)CC1 | -10 | 4 | -3% | 3% | 3.3% | -2 | 8 | 1 | -1%
Cc1ccc(-c2nnn(Cc3nc(N)nc(N4CCOCC4)n3)n2)cc1 | 0 | -9 | 1% | -1% | 1.4% | 5 | -20 | 8 | -5%

More compounds.
SMILES | D2 potentiator | RXFP1 antag | Glioma ERSR ind | Vif-A3F inh | RXFP1 ag | D1 PAM | D1 antag | D1 ag | Vif-A3G inh
Fc1ccc(Cn2c(SCc3ccc(F)c(F)c3)nnc2C(F)(F)F)cc1 | nt | -2 | 1% | 0% | -0.6% | nt | nt | nt | -5%
Cc1c(C(=O)Nc2ccc3c(c2)OCO3)oc2ccccc12 | -5 | -16 | 3% | 9% | 4.7% | nt | 1 | 4 | -6%
CCN(CC)S(=O)(=O)c1ccc(NC(=O)C(C)N(c2ccccc2)S(C)(=O)=O)cc1 (stereo not given) | 0 | -4 | -3% | 2% | 0.1% | -1 | -17 | 0 | -2%
O=C1OC(c2ccccc2)=C/C1=C\N1CCOCC1 | 0 | 2 | 5% | -9% | -2.4% | -9 | -8 | 1 | 0%
CCc1ccccc1NC(=O)C1=CC(c2cccs2)=NS(=O)(=O)N1C | -8 | 2 | 4% | 4% | 2.3% | 5 | 14 | 3 | -5%
O=C1NC(Cc2ccccc2)c2nc3ccccc3c(=O)n2-c2ncccc21 (stereo not given) | nt | -3 | -2% | 3% | nt | nt | nt | nt | -4%
CCNC(=O)c1c(O)c2c([nH]c1=O)CCCC2 | 4 | 8 | -2% | 2% | -2.6% | 0 | 4 | 1 | -4%
Cc1cc(=O)cc(C)n1-c1ccc(Br)cc1 | 1 | -2 | -3% | 4% | 1.0% | -2 | -8 | 3 | 2%
O=C(COC(=O)c1cc2ccccc2o1)NCc1ccco1 | 0 | 15 | -4% | 1% | 1.3% | -4 | 8 | 3 | 1%
CC(=O)OCC1CCCC2=C(C)C(=O)CCC21COC(C)=O (stereo not given) | -10 | -5 | -2% | -2% | -1.8% | 1 | 12 | 2 | 0%
CCOc1cc(-c2nnc(NC(=O)c3ccco3)o2)cc(OCC)c1OCC | -2 | -9 | -4% | 1% | -0.9% | -2 | 20 | -2 | 0%
CCOC(=O)c1ccccc1NC(=O)CCc1c(C)nc2ncnn2c1C | -8 | nt | 0% | -4% | 4.6% | -2 | 3 | 4 | 5%
CC(C)CC(=O)N/C(N)=N/c1nc2ccccc2s1 | -15 | -17 | -3% | 2% | -0.2% | -6 | -11 | 1 | -9%
COc1cccc(/C=N/N2CCN(c3ccncc3S(=O)(=O)N3CCCCC3)CC2)c1 | 15 | 14 | -1% | -14% | 2.7% | -2 | 6 | 4 | -7%
CCOc1ccc(S(=O)(=O)N2Cc3ccccc3CC2C(=O)NCCCn2ccnc2)cc1 (stereo not given) | 7 | -14 | -2% | nt | 8.4% | -1 | 5 | -1 | 1%
Cc1ccc(-n2[nH]c(C)c(/C=N/n3c(C)nc4ccccc4c3=O)c2=O)cc1 | -6 | -3 | 0% | 1% | -0.1% | -4 | -9 | 7 | 1%
c1ccc(CNCCC(Cc2ccccc2)c2ccco2)cc1 (stereo not given) | nt | ? | -6% | ? | 0.7% | -6 | -2 | 19 | -2%
COc1c2c(cc3oc(C)cc(=O)c13)OC(C(C)(C)OC1OC(CO)C(O)C(O)C1O)C2 (stereo not given) | 13 | nt | -2% | 9% | 0.7% | -6 | 13 | -2 | 2%
CCCSc1ncc(Cl)c(C(=O)NCc2ccc(C)cc2)n1 | nt | -29 | nt | nt | 6.0% | 5 | -6 | 7 | nt
COc1ccc2[nH]c(C(=O)N3CCN(C)CC3)c(C)c2c1 | 3 | 1 | -8% | -2% | -2.1% | -7 | 9 | 1 | -1%
COc1ccc(NC(=O)CN2CCN(c3ccc(Cl)cc3)CC2)c(OC)c1 | -13 | -19 | -6% | 0% | 0.1% | -6 | -22 | 0 | -6%
Cc1ccc(S(=O)(=O)CCC(=O)OCC(=O)N2CCN(S(=O)(=O)c3ccc(Cl)cc3)CC2)cc1 | -3 | -17 | -2% | -5% | 2.2% | 0 | -17 | 1 | 1%
O=C(NCCCN1CCOCC1)c1cccnc1 | 2 | 5 | -3% | 0% | 2.0% | 6 | -11 | 2 | -3%
COc1cccc(C(=O)O/N=C(\N)c2ccc([N+](=O)[O-])cc2)c1 | 1 | 6 | 4% | 2% | -1.3% | 0 | -2 | 3 | 2%

Screening data (PubChem BioAssay)
